Screening data as filed in PubChem BioAssay.
SIRT5 inh – SIRT5 desuccinylase inhibitors, primary screen, biochemical, fluorescence imaging, single point, set 5. NAD-dependent protein deacylase sirtuin-5, mitochondrial (Homo sapiens), Q9NXA8. inhibition, % at 15 µM. Purified SirT5, succinyl-peptide AMC, trypsin-coupled fluorescence. actives 1.1% (n = 330,000); in the data active means inhibition above about 15%; inconclusive means no clear call, values can overlap the other calls
Target sequence (Q9NXA8 whole entry, looked up): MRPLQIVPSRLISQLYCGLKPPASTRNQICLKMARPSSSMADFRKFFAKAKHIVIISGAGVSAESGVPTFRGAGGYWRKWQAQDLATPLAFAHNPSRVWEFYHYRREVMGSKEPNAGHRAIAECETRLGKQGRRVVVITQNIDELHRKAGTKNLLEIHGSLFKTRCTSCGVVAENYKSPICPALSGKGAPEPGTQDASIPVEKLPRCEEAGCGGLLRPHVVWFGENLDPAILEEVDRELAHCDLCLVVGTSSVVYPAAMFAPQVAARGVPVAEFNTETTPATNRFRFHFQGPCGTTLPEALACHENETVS
ERp5 inh – inhibitors of ERp5-driven insulin aggregation, primary screen, biochemical, turbidity, absorbance 650 nm, single point. actives 0.05% (n = 350,000). inhibition, % at 9.99 µM. Protein disulfide-isomerase A6 (Homo sapiens), Q15084. 90 min. AID 651711, 2012;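 active means mean replicate inhibition above about 25%, with every replicate also reaching it, limit read from the data, passing the limit was not always enough; inconclusive means only one of those two criteria met; inactive means neither criterion met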
Target sequence (Q15084 whole entry, looked up): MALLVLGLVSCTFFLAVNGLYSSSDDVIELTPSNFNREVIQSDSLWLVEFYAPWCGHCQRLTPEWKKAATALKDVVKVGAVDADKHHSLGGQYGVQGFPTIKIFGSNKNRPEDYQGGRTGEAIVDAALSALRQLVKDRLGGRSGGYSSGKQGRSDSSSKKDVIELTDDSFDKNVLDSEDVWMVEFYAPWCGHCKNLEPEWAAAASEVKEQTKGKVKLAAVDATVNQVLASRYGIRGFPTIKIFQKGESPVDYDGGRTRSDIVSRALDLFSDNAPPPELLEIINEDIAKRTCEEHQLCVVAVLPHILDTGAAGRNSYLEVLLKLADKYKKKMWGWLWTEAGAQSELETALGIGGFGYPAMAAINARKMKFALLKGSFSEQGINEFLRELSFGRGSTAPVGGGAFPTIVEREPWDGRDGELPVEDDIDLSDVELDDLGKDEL
ERAP1 HTS inh – human ERAP1 aminopeptidase inhibitors, primary screen, biochemical, single point, plate reader; Endoplasmic reticulum aminopeptidase 1 (Homo sapiens), Q9NZ08; recombinant ERAP1, Leu-AMC fluorescence, 60 min; inhibition, % at 10.7 µM; actives 0.15% (n = 340,000); AID 652197, 2013;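 active means mean replicate inhibition of at least 30%, or all replicates individually reaching that 30% level; inactive means mean below 30% and not every replicate reaching it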;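 further: 0% = neutral control wells and 100% = L-leucinethiol positive control wells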
CASP6 VEID inh – human caspase-6 inhibitors, primary screen, biochemical, VEID-R110 fluorescence, single point, set 2; P55212; purified caspase-6, Z-VEID-R110 cleavage fluorescence; inhibition, % at 12.5 µM; actives 0.53% (n = 350,000);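 active means mean inhibition across replicates at least about 35%, with every replicate also reaching that limit, limit read from the data; inconclusive means only one of the two criteria met; inactive means neither criterion met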;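 further: 0% = median of neutral control wells and 100% = no fluorescence left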
Target sequence (P55212 24-179 limits assumed): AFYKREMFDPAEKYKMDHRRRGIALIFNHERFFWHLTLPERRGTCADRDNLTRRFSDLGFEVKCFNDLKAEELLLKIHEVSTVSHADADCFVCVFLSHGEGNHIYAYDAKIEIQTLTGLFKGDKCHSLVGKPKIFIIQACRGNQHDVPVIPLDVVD
Target sequence (P55212 194-293 limits assumed): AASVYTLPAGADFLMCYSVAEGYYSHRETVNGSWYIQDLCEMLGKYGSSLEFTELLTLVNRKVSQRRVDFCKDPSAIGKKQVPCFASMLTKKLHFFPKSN
miR122 inh – miR-122 Renilla sensor signal increase in Huh7, primary screen, miR-122 inhibitor project, cell-based, single point, plate reader; Huh7 miR-122 Renilla luciferase sensor, 48 h; neutral wells = 0, positive control = 100; activation (reporter increase), % at 12.5 µM; actives 0.3% (n = 340,000);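 active means mean replicate activation score at least 90 and every replicate individually at or above 90; inconclusive means only one of the two criteria met; inactive means neither criterion met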;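 further: higher luciferase means less miR-122 activity so hits act as miR-122 inhibitors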
F508del corr – F508del CFTR correction, initial screen, CFBE line, single point; CFBE cells, YFP halide quenching; stimulated with forskolin plus potentiator P3; % fluorescence drop versus neutral controls; actives 0.36% (n = 350,000); activity (quench increase), % at 7.58 µM;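 active means mean added fluorescence quench of at least 8% versus neutral control, with both replicates also reaching 8%; inconclusive means only one of the mean or replicate conditions met; inactive means mean below 8% and not both replicates reaching 8%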;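 further: cells transiently co-express mutant CFTR-F508del with the halide-sensitive YFP; corrector assay measuring rescue of mutant channel to the surface after 24 h compound exposure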
DENV2 CPE – inhibitors of DENV2 cytopathic effect, primary screen, cell-based, plate reader, single concentration; DENV2-infected cells, cytopathic effect rescue; CPE inhibition, % at 9.99 µM; actives 1.7% (n = 350,000); AID 651640, 2012; in the data active means CPE inhibition above about 20%, passing the limit was not always enough; inconclusive means no clear call, values can overlap the other calls; tested in BHK-21 cells;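 further: 0% = median of neutral control wells and 100% = median of positive control wells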
An asterisk follows results filed as active; u = inconclusive; x = no result given; [ ] = remark or other dose.

SMILES	SIRT5 inh	ERp5 inh	ERAP1 HTS inh	CASP6 VEID inh	miR122 inh	F508del corr	DENV2 CPE
Fc1ccc(-c2cnc3n2CCCCC3)cc1	-7	-1	-3	6	-2	2.7	x
c1ccc(-c2ccc3nnnn3n2)cc1	3	3	-4	1	x	0.7	-5
CCCn1c(SCC(=O)Nc2ccccc2OC)nnc1-c1ccco1	0	-5	-5	0	17	0.2	6
COc1ccc(O)c(CNc2ccccc2F)c1	-4	-1	2	-1	x	-3.8	x
COc1ccc(Cl)c(OC)c1C(=O)NC(=O)Nc1c(F)cc(F)cc1F	x	5	x	-1	2	-0.6	-4
COc1ccccc1NC(=O)CCC(=O)Nc1cc(OC)c(NC(=O)c2cccs2)cc1OC	-5	2	3	0	-1	2.2	10
CC(C)OC(=O)Cn1nc(C(F)(F)F)c2c1CCCC2	0	0	2	2	-3	-3.2	-3
Cc1[nH][nH]c(=O)c1C(c1ccc(N(C)C)c(Br)c1)c1c(C)[nH][nH]c1=O	8	-7	-4	0	x	2.4	0
CC(C)NC(=O)N(C)C[C@@H]1Oc2ccc(NC(=O)Nc3ccc4c(c3)OCO4)cc2C(=O)N([C@H](C)CO)C[C@@H]1C	2	-4	0	3	-2[16.7 µM]	0.1	2
C[C@@H]1CN([C@@H](C)CO)S(=O)(=O)c2ccc(C#CC3(O)CCCC3)cc2O[C@H]1CN(C)C(=O)Cc1cccnc1	-3	0	0	3	11[16.7 µM]	x	-1
COc1ccnc(Oc2ccccc2)c1C(=O)N/C=N/OCc1ccccc1	-4	8	4	3	x	0.4	u
O=C(NCc1cccnc1)c1ccc2sc([C@@H]3O[C@H](CO)[C@H](O)[C@H](O)[C@H]3O)nc2c1	x	8	-3	0	2	-1.0	u
O=C(Nc1ccccc1Cl)N1C2CCC1CC(O)(c1cccnc1)C2 (configuration not stated)	-14	0	4	0	x	-0.2	0
COc1ccc(NC(=O)C(c2ccc(OC)cc2)n2c(=O)c(-c3cc4ccccc4[nH]3)nc3ccccc32)cc1 (configuration not stated)	1	0	x	0	x	7.5	-1
CCC1(CC)CNC(=O)NC1=O	-7	6	-2	0	x	-0.9	-4
O=C(C[C@@H]1CC[C@@H]2[C@H](COC[C@H](O)CN2S(=O)(=O)c2cccc(Cl)c2)O1)Nc1ccc(-c2ccccc2)cc1	12	0	-2	1	-8[16.7 µM]	5.0	-21
CNC[C@H]1Oc2ccc(NC(=O)CCCN(C)C)cc2C(=O)N([C@@H](C)CO)C[C@@H]1C	1	1	4	-1	-2[16.7 µM]	-0.4	-3
CC(C)n1c(NCCO)nc2ccccc21	-4	8	0	-1	x	1.1	u
N#CNC(=Nc1ccccc1)SCc1ccc(C(=O)O)cc1	1	1	-8	18	x	-0.5	2
Cc1ccc(C(=O)/C=C/Nc2ccc(S(=O)(=O)Nc3cc(C)nc(C)n3)cc2)cc1	-3	-8	2	1	-10	3.5	5
O=C(C[C@H]1C[C@@H]2c3cc(NS(=O)(=O)c4ccc(F)cc4)ccc3O[C@@H]2[C@@H](CO)O1)NCCc1ccccc1	2	4	0	3	13[16.7 µM]	-0.1	0
COCC#Cc1ccc([C@H]2[C@H](CO)N3C(=O)CN(C(=O)C4CC4)C[C@@H]23)cc1	-6	3	2	2	x	-3.6	-5
C[C@H](c1ccccc1)N1C[C@@H](COCc2ccccc2)Oc2cc(N3CCC[C@H]3CO)ccc2S1(=O)=O	-2	3	7	-1	x	5.4	u
C[C@@H]1CCCCO[C@H](CN(C)S(C)(=O)=O)[C@@H](C)CN([C@H](C)CO)C(=O)c2cc(NC(=O)C3CCCCC3)ccc2O1	1	-1	0	1	8[16.7 µM]	-0.2	u
CC(C(=O)N1CCOCC1)c1ccccc1 (configuration not stated)	x	-1	x	-2	x	-3.3	7
CC(C)NC(=S)Nc1ccc2[nH]c(=O)[nH]c2c1	-4	4	x	3	x	-0.9	0
COc1ccc([C@H]2CC(=O)C=C(c3ccccc3C(F)(F)F)C2)cc1	x	-13	-2	x	3	-0.4	4
Cc1occc1C(=O)NNC(=O)Nc1ccc(Cl)c(Cl)c1	-2	2	0	-2	5	4.2	x
O=C(NS(=O)(=O)NC1CCCCC1)C1=C(N2CCCC2)COC1=O	x	1	-2	-1	4	2.1	-7
C[C@@H](NC(=O)C[C@@H]1CC[C@@H](NC(=O)C2CCC2)[C@@H](CO)O1)c1ccccc1	1	8	3	3	x	1.2	6
N#Cc1ccc(-c2ccc([C@H]3[C@H]4CN(C(=O)C5CCCCC5)CC(=O)N4[C@H]3CO)cc2)cc1	-3	1	1	4	x	1.0	13
COc1ccc(C(CC(=O)NCc2ccccc2)Sc2n[nH]c(-c3ccc(Cl)cc3)n2)cc1 (configuration not stated)	-5	0	-4	-2	x	-0.3	2
CC(C)C(=O)NC(NC1CCS(=O)(=O)C1)C(Cl)(Cl)Cl (configuration not stated)	-5	1	1	-6	x	-2.2	-2
COc1ccc(F)c(CN2CCC(n3nccc3NC(=O)CCCc3ccccc3)CC2)c1	-4	-4	0	-1	x	-2.4	3
CC(NC(=O)c1cccnc1)C(=O)O (configuration not stated)	-2	-4	8	2	x	-1.1	9
CCCc1cc(C(=O)OC)c(NC(=O)CCC(=O)O)s1	0	-2	-2	-2	3	-0.3	5
Cc1ccc(C(C)C)cc1-n1nnc(-c2cccc(Cc3ccc4ccccc4c3)c2)c1C(C)O (configuration not stated)	0	-3	-3	0	-1	0.0	15
CCc1nc2c(OCc3ccccc3C)cccn2c1N(C)C(=O)CC(C)C	-1	-10	-1	x	-4	1.5	-2
O=C([C@H]1[C@H](CO)[C@H]2Cn3c(ccc(-c4cccnc4)c3=O)[C@H]2N1CCC(F)(F)F)N1CCOCC1	-2	-1	-2	-3	x	x	8
CCOc1ccccc1N(CC(=O)Nc1ccc(OC)cc1OC)S(=O)(=O)c1ccccc1	-2	4	3	2	17	1.3	-14
C=CCn1c(SCC(=O)N(C)C)nc2cc(C(=O)O)ccc2c1=O	0	3	1	1	x	-3.1	3
C=CCn1c(CCNC(=O)c2ccccc2F)nnc1SCC(=O)Nc1ccccc1F	-1	-1	-2	-6	-5	5.1	-3
CN(C)C(=O)CCCCCCCCC(=O)N(C)C	-1	0	x	1	0	1.3	-4
C=CCN(c1cccc(C(F)(F)F)c1)S(=O)(=O)c1cccc(C(=O)OCC(=O)Nc2ccccc2)c1	-8	0	-1	-1	x	1.7	3
N#Cc1ccc(NCC(=O)Nc2ccc3c(c2)OCCO3)cc1	-4	-4	0	-2	20	5.1	6

Structures above that have a furan ring, fused or not, in the order listed:
SMILES	SIRT5 inh	ERp5 inh	ERAP1 HTS inh	CASP6 VEID inh	miR122 inh	F508del corr	DENV2 CPE
CCCn1c(SCC(=O)Nc2ccccc2OC)nnc1-c1ccco1	0	-5	-5	0	17	0.2	6
Cc1occc1C(=O)NNC(=O)Nc1ccc(Cl)c(Cl)c1	-2	2	0	-2	5	4.2	x

Continued:
SMILES	SIRT5 inh	ERp5 inh	ERAP1 HTS inh	CASP6 VEID inh	miR122 inh	F508del corr	DENV2 CPE
C[C@@H]1C=C(C(=O)O)O[C@H](OCc2ccc(CO)cc2)C1	x	5	0	2	1	1.0	-3
O=C(Nc1cc(F)ccc1F)N1CC(=O)N2[C@@H](CO)[C@H](c3ccc(-c4cccnc4)cc3)[C@@H]2C1	-1	-5	0	0	x	2.0	2
Cc1cc(-c2ccccc2)nc2cc(C(=O)NCc3ccco3)nn12	2	2	2	23	-6	2.0	-3
Cc1cccc(S(=O)(=O)N2C[C@@H](O)COC[C@@H]3O[C@H](CC(=O)Nc4ccc(-c5ccccc5)cc4)CC[C@H]32)c1	2	-4	1	-1	7[16.7 µM]	-2.0	2
C/C=C/c1ccc([C@H]2[C@@H](CO)N3C(=O)CN(Cc4ccc(C)cc4)C[C@H]23)cc1	5	-2	0	2	x	1.9	-11
COc1ccccc1OCC(=O)Nc1ccc(S(=O)(=O)Nc2nc(C)cc(C)n2)cc1	-2	1	-1	1	x	-2.5	u
COc1ccc2c(c1)c(C(=O)N/N=C/c1ccc(Br)cc1)c(C)n2C	0	2	x	-1	17	-1.8	1
COc1ccc(CCC(=O)N2c3ccccc3N=C(c3ccc(C(F)(F)F)cc3)C2C(=O)NC(C)(C)C)cc1 (configuration not stated)	x	2	3	11	x	1.1	-9
Cc1noc(C)c1S(=O)(=O)Nc1ccc2c(c1)CC(=O)N([C@@H](C)CO)C[C@@H](C)[C@@H](CN(C)Cc1ccc(C(F)(F)F)cc1)O2	9	13	2	-1	0[16.7 µM]	2.8	-2
Cn1ncc(Cl)c1C(=O)N1CCN(S(=O)(=O)c2ccc(Cl)s2)CC1	-2	6	-3	-1	-6	-0.7	-8
O=C(Nc1nnc(CCc2ccccc2)s1)c1ccc(F)cc1	-8	4	1	1	x	5.1	1
CCCN1[C@@H]2Cn3c(ccc(-c4ccc(F)cc4)c3=O)[C@H]1[C@@H](C(=O)NCC1CC1)[C@@H]2CO	-7	-1	1	-1	1[16.7 µM]	2.8	u
COc1ccc(Nc2nc(N)nc(CSc3nccn3C)n2)cc1	1	-1	2	1	x	-1.4	-2
Cc1ccc(S(=O)(=O)N[C@@H]2CC[C@H](CCn3cc(C4CCCC4)nn3)O[C@H]2CO)cc1	1	0	1	3	-8[16.7 µM]	-1.5	5
CC(=O)c1cn(CCOc2cc(C)ccc2C)c2ccccc12	-8	1	-2	-7	x	-0.8	-12
CC(=O)Nc1nc(-c2ccccc2)nc(-c2ccccc2OC(C)=O)n1	0	-5	3	-1	13	3.7	x
COc1ccccc1CN1C[C@@H](C)[C@H](OC)CN(C)C(=O)c2ccc(NC(=O)Nc3ccccc3OC)cc2OC[C@H]1C	14	-2	-2	x	-18[16.7 µM]	0.6	0
COc1ccc(C)cc1NC(=O)C1CCCN(S(=O)(=O)c2cccs2)C1 (configuration not stated)	-3	-2	-3	-7	1	-1.6	1
COC(=O)[C@H]1[C@H](CO)[C@H]2Cn3c(ccc(-c4ccccc4F)c3=O)[C@H]2N1CC1CCOCC1	2	2	1	1	4[16.7 µM]	0.2	0
CC1CC(C)(C)NC(=S)N1CC(=O)NCc1ccc2c(c1)OCO2 (configuration not stated)	-5	-7	0	-5	x	3.5	5
COc1ccc(NC(=O)CSCC(=O)N(C)Cc2c(F)cccc2Cl)cc1	-3	-5	0	-146	x	1.6	2
COc1ccc2c3c(n(C)c2c1)[C@@H](CO)N(C)CC31CCN(C(=O)C2CCC2)CC1	x	1	2	x	x	-0.3	-1
CCNC(=S)N/N=C/c1cccc(OCc2c(F)cccc2Cl)c1	-4	-8	-1	2	1	x	18
C=CC[C@@H](Cc1ccc(F)cc1)C(=O)OC[C@H]1CCCN1C(=O)[C@H](CC=C)CC(=O)NCCO	3	0	21	0	-26	2.5	-4
CCCC#Cc1ccc2c(c1)O[C@@H](CN(C)CC1CCOCC1)[C@H](C)CN([C@H](C)CO)S2(=O)=O	24*	-7	-3	3	7[16.7 µM]	1.9	-4
CCOCCCNC(=S)N1CCC(C(=O)c2ccc3c(c2)OCCO3)CC1	-1	5	-5	-5	x	0.3	19
CCOC(=O)C(C(=O)N(C)Cc1ccccc1)C1CCCCC1 (configuration not stated)	0	2	-4	2	-1	1.4	1
COC(=O)C1=C(C)NC(=O)NC1c1ccc(N2CCC(c3ccccc3)=N2)cc1 (configuration not stated)	-1	5	-3	2	-4	2.7	x
Cc1ccc(-n2ncc3c2CC(C)(C)CC3NC(=O)c2c(C)noc2C)cc1 (configuration not stated)	2	6	3	-1	x	1.4	4
O=C(COC(=O)C1CC1)NC(=O)NCc1ccccc1	0	-2	2	1	x	-1.6	x
CC(O)(c1cccc(F)c1)c1nc(-c2cccc(C(=O)O)c2)cs1 (configuration not stated)	x	2	0	8	0	-2.2	-1
